Bioassay records as filed in PubChem BioAssay.
MsrA inhibitor – inhibitors of bovine MsrA | 360,000 tested, 0.75% active | AID 651718 | purified bovine MsrA, absorbance read-out | inhibition, % at 15.5 µM; in the data active means inhibition above about 4.5%;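 further: 0% = vehicle wells with enzyme and 100% = reference inhibitor wells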
E coli Lon inh – E. coli protease La inhibition; purified E. coli Lon protease, fluorescence polarization; 360,000 tested, 0.42% active; P0A9M0; inhibition, % at 7.94 µM; in the data active means inhibition above about 13%, passing the limit was not always enough;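 further: 0% = enzyme with probe and DMSO and 100% = no enzyme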
Target sequence (P0A9M0 whole entry, looked up): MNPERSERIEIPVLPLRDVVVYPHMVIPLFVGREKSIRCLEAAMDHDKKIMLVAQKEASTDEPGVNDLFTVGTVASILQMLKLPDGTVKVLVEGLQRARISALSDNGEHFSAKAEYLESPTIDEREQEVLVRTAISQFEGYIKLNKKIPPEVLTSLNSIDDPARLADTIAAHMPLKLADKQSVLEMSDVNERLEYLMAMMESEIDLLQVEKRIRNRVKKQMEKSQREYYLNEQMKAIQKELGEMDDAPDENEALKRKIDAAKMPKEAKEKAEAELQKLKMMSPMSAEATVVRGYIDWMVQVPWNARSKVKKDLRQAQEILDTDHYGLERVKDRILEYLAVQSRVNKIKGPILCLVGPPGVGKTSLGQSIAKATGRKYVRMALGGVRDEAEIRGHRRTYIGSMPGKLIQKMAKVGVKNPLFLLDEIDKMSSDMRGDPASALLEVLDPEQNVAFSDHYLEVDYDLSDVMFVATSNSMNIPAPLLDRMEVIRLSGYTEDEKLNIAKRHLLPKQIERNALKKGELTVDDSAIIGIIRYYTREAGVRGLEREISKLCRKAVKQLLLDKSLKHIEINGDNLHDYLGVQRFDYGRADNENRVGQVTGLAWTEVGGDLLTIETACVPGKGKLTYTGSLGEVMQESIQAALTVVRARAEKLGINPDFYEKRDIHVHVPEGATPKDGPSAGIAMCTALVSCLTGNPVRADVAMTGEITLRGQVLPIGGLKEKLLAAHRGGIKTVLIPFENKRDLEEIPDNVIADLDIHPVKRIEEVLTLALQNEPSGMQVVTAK
NRP1-CendR mod – NRP-1/CendR interaction modulation. 360,000 tested, 0.85% active. O14786. FAM-RPARPAR peptide binding to NRP-1, fluorescence polarization. inhibition, % at 25 µM. AID 602438;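 active means inhibition or corrected inhibition above about 18%, plus a signal ratio from 0.5 to 1.5, limit read from the data, passing the limit was not always enough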; further: strong numbers were not always called active
MsrA act – activates bovine MsrA enzyme | purified bovine MsrA, absorbance read-out | activation, % at 10.6 µM | 360,000 tested, 0.3% active; in the data active means activation above about 7.5%;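 further: 0% = vehicle and 100% = reference activator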
SKN-1 inh – inhibitors of C. elegans SKN-1; C. elegans VP596 Pgst-4::GFP/RFP ratio, acrylamide-induced, 24 h; 360,000 tested, 0.49% active; inhibition, % at 21.8 µM;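 active means interference check ratio from 0.5 to 1.5 plus GFP to RFP signal ratio inhibition reaching or exceeding a fixed threshold, cut at about 30% in these data, passing the limit was not always enough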; further: some compounds called inactive have numbers as strong as hits
Rin1 Abl inh – inhibitors of human Rin1-Abl protein interaction; P00519+Q13671; TR-FRET Rin1/Abl binding, biochemical; inhibition, % at 7.35 µM; 360,000 tested, 0.4% active; AID 588664; in the data active means inhibition above about 5%, passing the limit was not always enough
FAS-TE inh – FAS thioesterase (human) inhibition; 360,000 tested, 0.67% active; inhibition, % at 15 µM; P49327; recombinant FAS-TE, OMFH fluorogenic substrate, fluorescence endpoint;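 active means compounds whose normalised, plate-corrected inhibition of enzyme fluorescence in the single-dose primary screen is 50% or more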;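 further: 0% = DMSO with enzyme and 100% = substrate without enzyme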
MT1-MMP act inh – blocks activation of human MT1-MMP; P50281; HT1080 RFP-PRO-GFP cells, GFP/RFP ratio fluorescence, overnight; percent of plate control window, DMSO zero; GFP/RFP ratio change, % at 20 µM; 360,000 tested, 0.061% active;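 active means GFP/RFP ratio change of at least 30% with cell ATP level not reduced by more than half and red fluorescence within 50% of control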; further: strong numbers were not always called active
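Assay system: HT1080 RFP-PRO-GFP cells. Benchmarks: DMSO vehicle wells and RFP-L50D-GFP reporter cell wells. Times: overnight cell settling, then overnight compound exposure, 37 °C, 5% CO2. Compound: 20 µM single dose, 1% DMSO. Read-out basis: GFP/RFP fluorescence ratio.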
Neddylation inh – cullin neddylation inhibition; TR-FRET cullin neddylation, biochemical; calls only at 25 µM; 360,000 tested, 0.58% active; AID 651699; in the data active means inhibition above about 36%
* marks the source's active call; other numbers are inactive results; i = inactive; . = no result given; + = active, no number.

A first look (three entries):
smiles,MsrA inhibitor,E coli Lon inh,NRP1-CendR mod,MsrA act,SKN-1 inh,Rin1 Abl inh,FAS-TE inh,MT1-MMP act inh,Neddylation inh
O=C(NC1CCCCC1)NC1CC2CCC(C1)N2C(=S)NCc1ccco1 (centres undefined),1.3,-6,4,-2,11,4,-2,-1,i
CCC(C)NC(=O)c1ccc(CSCc2ccc(Cl)cc2)o1 (centres undefined),0.4,3,-2,-2,0,2,8,4,i
COCC(=O)N1CCCC(CNS(=O)(=O)c2ccc(OC)cc2)C1 (centres undefined),1.5,8,-3,-1,10,1,-5,1,i

This part in full, from the start:
smiles,MsrA inhibitor,E coli Lon inh,NRP1-CendR mod,MsrA act,SKN-1 inh,Rin1 Abl inh,FAS-TE inh,MT1-MMP act inh,Neddylation inh
O=C(NC1CCCCC1)NC1CC2CCC(C1)N2C(=S)NCc1ccco1 (centres undefined),1.3,-6,4,-2,11,4,-2,-1,i
CCC(C)NC(=O)c1ccc(CSCc2ccc(Cl)cc2)o1 (centres undefined),0.4,3,-2,-2,0,2,8,4,i
COCC(=O)N1CCCC(CNS(=O)(=O)c2ccc(OC)cc2)C1 (centres undefined),1.5,8,-3,-1,10,1,-5,1,i
CC(C)(O)CCc1c(-c2ccc(O)cc2O)oc2c3c(cc(O)c2c1=O)OC(C)(C)C=C3,-0.5,-10,-44,-3,-10,-3,21,5,i
CC1CCC(C(C)C)C(OC(=O)C[n+]2cc(-c3ccc(Cl)cc3)n3c2CCCCC3)C1 (centres undefined),-2.3,1,3,-2,3,3,-8,-37,i
CCCNC(=O)CCc1c(C)nc2nc(C)nn2c1C,-1.0,2,3,-4,-2,-3,-6,4,i
CCOC(=O)c1c(C)[nH]c(C)c1C(=O)COC(=O)c1ccc(OC)cc1,0.0,-15,-19,-2,-3,1,2,0,i
CCOC(=O)c1nnn(-c2nonc2N)c1CN(C)Cc1ccccc1,1.1,12,-5,-3,3,-3,0,-2,i
O=C(OCc1cn([C@H]2C[C@H](c3ccc(Cl)cc3)N(CC3CCCCC3)C[C@@H]2O)nn1)c1ccccc1,1.4,-8,-9,-6,-4,1,3,-1,i
COCCNC(=O)c1cnn2c(C(F)F)cc(-c3ccc(C)cc3)nc12,-1.4,-15,-2,-3,8,-3,-2,-10,i

smiles,MsrA inhibitor,E coli Lon inh,NRP1-CendR mod,MsrA act,SKN-1 inh,Rin1 Abl inh,FAS-TE inh,MT1-MMP act inh,Neddylation inh
CC[C@@H](C)[C@H](NC(=O)C1CCN(C(=O)[C@@H](NS(=O)(=O)c2ccc(C)cc2)C(C)C)CC1)C(=O)O,0.8,5,-9,-6,-6,-1,-10,-2,i
C=CCOc1ccc(/C=C/C(=O)OCC(=O)N(C)C2CCS(=O)(=O)C2)cc1 (centres undefined),1.3,2,-5,6,1,-1,-1,0,i
CCc1ccc(OCCn2cccn2)cc1,-0.4,-1,1,-2,7,3,-8,2,i
COC(=O)c1ccc(NC(=O)CNc2ccccc2)cc1,0.8,-7,-3,-1,6,0,-5,3,i
Oc1ccc(N=Nc2ccccc2C(F)(F)F)c2cccnc12,0.6,9,8,-3,-11,2,2,23,i
COc1cc(NC(=O)c2cc3c(CO)cnc(C)c3oc2=Nc2cccc(C(N)=O)c2)cc(OC)c1,1.3,0,-3,-2,16,3,-5,-4,i
Cc1cccc(C)c1NC(=O)C(c1ccccc1OC(F)(F)F)N1CCN(c2ccc(F)cc2)CC1 (centres undefined),0.1,6,-8,-2,8,0,28,-9,i
O=[N+]([O-])c1ccc(Sc2n[nH]c(-c3ccccc3)n2)nc1,3.0,-11,1,-1,5,2,52*,-3,i
Fc1ccc(-c2cnc[nH]2)cc1,-1.1,-7,-9,-8,1,-1,-5,-4,i
CCN(CC)c1ccc(/C=N/N2CC(=O)NC2=S)cc1,3.8,-4,-7,-6,4,0,-2,-1,i

smiles,MsrA inhibitor,E coli Lon inh,NRP1-CendR mod,MsrA act,SKN-1 inh,Rin1 Abl inh,FAS-TE inh,MT1-MMP act inh,Neddylation inh
Nc1nnc(SCc2ccccc2)n1-c1ccccc1,-1.4,-1,-7,3,-11,-1,-5,-1,i
O=C(COC(=O)c1n[nH]c2ccccc12)NCc1ccccc1,1.3,6,-12,0,7,0,-11,5,i
c1ccc(CSCc2nc3ccccc3[nH]2)cc1,0.8,-3,-6,-5,-9,0,-10,5,i
CCS(=O)(=O)c1ccc2oc(Nc3ccccc3C)nc2c1,1.1,1,14,3,20,-3,-2,-4,i
Cc1cc(F)ccc1S(=O)(=O)Nc1ccc(C(=O)N(C)Cc2ccco2)cc1,0.4,2,-3,0,17,5,-6,0,i
Cc1cccc(-n2c(-c3ccco3)n[nH]c2=S)c1,0.4,-5,1,2,10,-14,-8,2,i
CC(OC(=O)c1ccccn1)C(=O)Nc1nc(-c2ccc(F)c(F)c2)cs1 (centres undefined),1.2,10,1,-9,20,2,6,4,i
CC1(c2ccccc2)NC(=O)N(CC(=O)NC(=O)NCc2ccco2)C1=O (centres undefined),-0.8,-3,-2,-5,2,-1,-4,6,i
CN1C(=O)CSc2ccc(NC(=O)N3CCOCC3)cc21,-0.6,2,-8,-2,3,4,-6,3,i
COCCNC(=O)C(OC(=O)c1ccco1)c1ccccc1F (centres undefined),-0.5,-1,1,-2,-8,0,-3,-2,i

smiles,MsrA inhibitor,E coli Lon inh,NRP1-CendR mod,MsrA act,SKN-1 inh,Rin1 Abl inh,FAS-TE inh,MT1-MMP act inh,Neddylation inh
COc1ccccc1NS(=O)(=O)c1cc([N+](=O)[O-])ccc1N/N=C/c1c[nH]c2ccccc12,0.0,-158,-65,-1,40*,-3,3,-75,i
Cc1cccc(NC(=O)CSc2nc3c(c(=O)[nH]2)CCCC3)c1C,0.2,-2,14,-1,4,3,-5,8,i
COc1ccc2c(=O)c(C(=O)NCCc3ccc(OC)c(OC)c3)c[nH]c2c1,-0.4,-11,-5,-13,-2,6,-8,-3,i
CCNC(=O)NC1c2ccccc2CSc2ccccc21 (centres undefined),-0.7,12,4,0,-12,0,-4,-2,i
CCOc1cc(C(N)=O)cc(Cl)c1OCc1ccccc1,-1.1,-2,7,-7,-9,4,1,3,i
CN(c1ccccc1)S(=O)(=O)c1cccc(C(=O)NC2CCCC2)c1,0.4,-3,10,1,1,-2,-5,2,i
Cc1cc(=O)oc2cc(OC(C)C(=O)NCCc3ccc(S(N)(=O)=O)cc3)ccc12 (centres undefined),2.5,10,14,-3,-1,-4,-5,2,i
NS(=O)(=O)c1ccc(NC(=S)N2CCC(Cc3ccccc3)CC2)cc1,0.1,0,-8,-3,0,-1,0,1,i
CCC(C)Cn1cnc2c(SCc3ccccc3F)nc(N)nc21 (centres undefined),0.3,2,-7,1,12,-3,12,2,i
COc1ccc(-c2ccc(-c3noc(C)n3)c(OC)n2)cc1,1.8,2,-7,-2,9,-7,-2,0,i

smiles,MsrA inhibitor,E coli Lon inh,NRP1-CendR mod,MsrA act,SKN-1 inh,Rin1 Abl inh,FAS-TE inh,MT1-MMP act inh,Neddylation inh
C[C@H](CO)N1C[C@H](C)[C@H](CN(C)C(=O)Nc2ccccc2F)OCc2cnnn2CCCC1=O,0.7,2,0,4,-7,-5,-8,3,i
CCN(C(=O)CN1C(=O)NC(CCSC)C1=O)C1CCS(=O)(=O)C1 (centres undefined),0.9,-7,6,-6,-18,4,-8,-4,i
C=CCn1c(CCNC(=O)c2ccccc2F)nnc1SCC(=O)Nc1ccc(OC)cc1,-0.2,-1,4,-4,-6,1,-6,6,i
COC(=O)CSc1nnc(C2COc3ccccc3O2)n1-c1ccccc1 (centres undefined),0.0,0,0,-2,21,-3,-4,5,i
CCOc1ccccc1C(=O)Nc1ccccc1-c1ccccc1,-0.8,0,-10,0,14,2,32,-4,i
Cc1cccn2c(=O)c3cc(C(=O)NCCc4ccccc4)c(=N)n(CCCn4ccnc4)c3nc12,0.2,2,-10,2,26,-9,-16,4,.
O=[N+]([O-])c1ccc(COc2cccc3cccnc23)cc1,0.1,-2,5,-2,36*,-1,8,3,i
CCOc1cc(-c2nnn(CC(=O)N3CCCCC3)n2)ccc1OC,0.1,-2,7,-1,22,-1,-7,0,i
OC(COCCC12CC3CC(CC(C3)C1)C2)CN1CCCC1 (centres undefined),-1.0,-2,-12,-14,-1,3,7,-1,i
CCC(=O)Nc1cccc(C2=NOC3(C2)C[C@@H](C(N)=O)N(C(=O)c2ccccc2C(=O)c2ccccc2)C3)c1 (some centres undefined),0.2,6,-9,-14,-6,5,-7,1,i

smiles,MsrA inhibitor,E coli Lon inh,NRP1-CendR mod,MsrA act,SKN-1 inh,Rin1 Abl inh,FAS-TE inh,MT1-MMP act inh,Neddylation inh
C[C@@H]1O[C@@H]1P(=O)(O)O,-1.0,6,-4,-7,-24,-1,-3,-1,i
CCn1c(SCC(=O)Nc2ccccc2N2CCOCC2)nnc1-c1ccccc1,3.0,-2,-2,-2,-30,1,-9,-2,i
Cc1cc(=O)oc(C)c1C(=O)NCCNC(=O)c1c(C)cc(=O)oc1C,1.1,1,-2,5,12,0,-2,1,i
CSc1ccccc1NC(=O)C1(C)CCN1C(=O)Cc1ccccc1Cl (centres undefined),0.8,-4,-10,-2,-3,-2,1,2,i
CNC(=O)c1nnn(Cc2ccccc2)c1NC(=O)C(F)(F)F,0.3,0,10,-4,-2,0,-2,-5,i
CCN(c1ccccc1)S(=O)(=O)c1cccc(C(=O)NCC(c2ccc(OC)cc2)N2CCCCC2)c1 (centres undefined),-0.6,-4,3,0,9,4,15,-4,i
COc1ccccc1C#Cc1cnc2c(c1)C(=O)N([C@H](C)CO)C[C@@H](C)[C@@H](CN(C)C(=O)c1ccc3c(c1)OCO3)O2,0.7,-3,-4,-2,0,0,-7,2,i
O=C(c1cccc(N2CCCC2=O)c1)N1CCN(c2ccc(F)cc2)CC1,0.1,-13,-3,-2,3,-1,-5,1,i
O=C(CSc1nnnn1C1CCCCC1)NCc1cccs1,-1.6,8,-8,-11,-8,3,-7,2,i
Cc1cccc(CN2CCN(C3CCCC3)C(CCO)C2)n1 (centres undefined),0.7,-3,-1,-4,6,6,-13,0,i
c1ccc(-c2oc3ncnc(NCCCN4CCOCC4)c3c2-c2ccccc2)cc1,-0.3,-5,-10,-1,13,-6,5,-8,+
CC1(C)C(C=C(Cl)Cl)C1C(=O)N/N=C/c1ccccc1F (centres undefined),1.0,1,3,0,4,3,24,1,i
CCn1c(=O)c(C(=O)NNS(=O)(=O)c2ccc(C)cc2)c(O)c2ccccc21,-0.5,6,-6,0,14,0,12,-4,i
